# Screens: PubChem BioAssay, several laboratories
# BoNT A protease – BoNT/A light chain protease inhibitors, primary screen, biochemical, flow cytometry, MLPCN library. Botulinum neurotoxin type A light chain protease (Clostridium botulinum A str. ATCC 3502). multiplex microsphere protease substrate cleavage. inhibition, % at 10 µM. actives 0.17% (n = 360,000). AID 588499, 2011; further: plate controls were buffer without enzyme for full effect and enzyme alone for no effect
# Rv3671c protease – Rv3671c serine protease inhibitors, primary screen, biochemical, fluorescence polarization, M. tuberculosis H37Rv | actives 0.048% (n = 320,000) | inhibition, % at 5.96 µM | P9WHR9; in the data active means inhibition above about 38%;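 further: extracellular domain of Rv3671c used as enzyme; 0% = enzyme with DMSO and 100% = no enzyme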
# Target sequence (P9WHR9 whole entry, looked up, the tested form may be a part): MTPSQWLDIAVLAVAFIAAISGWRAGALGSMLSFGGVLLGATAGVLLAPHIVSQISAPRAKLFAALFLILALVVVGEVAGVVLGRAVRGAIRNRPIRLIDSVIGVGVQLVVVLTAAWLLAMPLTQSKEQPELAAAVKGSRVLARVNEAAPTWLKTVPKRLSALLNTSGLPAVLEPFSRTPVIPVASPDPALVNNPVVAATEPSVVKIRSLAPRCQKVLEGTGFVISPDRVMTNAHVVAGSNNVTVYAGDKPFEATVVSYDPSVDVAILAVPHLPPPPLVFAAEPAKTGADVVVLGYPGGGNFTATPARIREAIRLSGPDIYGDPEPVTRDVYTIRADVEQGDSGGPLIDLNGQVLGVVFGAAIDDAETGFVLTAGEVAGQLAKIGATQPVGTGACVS
# PriA SSB inh – inhibitors of Klebsiella pneumoniae PriA binding to SSB C-terminal tail, primary screen, biochemical, AlphaScreen; inhibition, % at 33 µM; AlphaScreen SSBct-PriA binding, biotinylated peptide; actives 0.6% (n = 430,000); PriA–SSB C-terminal tail interaction (Klebsiella pneumoniae); in the data active means inhibition mostly above about 37%, no sharp cut-off; inactive means mostly below about 20%;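 further: plate controls were negative control peptide for no effect and reference peptide for full effect; strong numbers were not always called active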
# MazEF act – activators of E. coli MazEF toxin-antitoxin RNase, primary screen, biochemical, fluorescence, uHTS; Endoribonuclease toxin MazF (Escherichia coli (strain K12)), P0AE70; FAM/BHQ RNA-DNA oligo cleavage fluorescence, 5 h; activation, % at 20 µM; actives 0.32% (n = 350,000); AID 504720, 2011; in the data active means activation above about 50%
# Target sequence (P0AE70 whole entry, looked up): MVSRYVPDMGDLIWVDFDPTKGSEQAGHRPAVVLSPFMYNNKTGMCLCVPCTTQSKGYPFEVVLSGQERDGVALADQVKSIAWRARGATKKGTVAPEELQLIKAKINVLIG
# BoNT-F LC inh – BoNT/F light chain protease inhibitors, primary screen, biochemical, flow cytometry, MLPCN library; Botulinum neurotoxin type F light chain protease (Clostridium botulinum); Multiplex microsphere protease cleavage assay; inhibition, % at 10 µM; actives 0.22% (n = 360,000); AID 588497, 2011; in the data active means inhibition above about 35%, passing the limit was not always enough; further: plate controls were buffer without enzyme for full effect and enzyme alone for no effect
# Anthrax LF inh2 – Bacillus anthracis LF protease inhibitors, primary screen, biochemical, multiplex microsphere, MLPCN library; Lethal factor (Bacillus anthracis), P15917; multiplex microsphere protease cleavage assay; inhibition, % at 10 µM; actives 0.12% (n = 360,000); AID 588501, 2011; further: plate controls were buffer without enzyme for full effect and enzyme alone for no effect
# CCHFV vOTU inh – CCHFV vOTU protease inhibitors, primary screen, biochemical, Pep-AMC substrate, fluorescence; inhibition, % at 11.5 µM; Crimean-Congo hemorrhagic fever virus L polyprotein viral ovarian tumor (vOTU) protease …; AID 651958, 2012; actives 0.55% (n = 370,000); in the data active means inhibition above about 30%; further: 0% = vehicle wells with enzyme and 100% = no enzyme wells
# VHR inh abs – VHR1 phosphatase inhibitors, primary screen, biochemical, absorbance, uHTS; inhibition, % at 13.3 µM; recombinant VHR phosphatase, pNPP absorbance; Dual specificity protein phosphatase 3 (Homo sapiens), P51452; actives 0.52% (n = 290,000); in the data active means inhibition above about 50%; further: some compounds called inactive have numbers as strong as hits
# Target sequence (P51452 whole entry, looked up): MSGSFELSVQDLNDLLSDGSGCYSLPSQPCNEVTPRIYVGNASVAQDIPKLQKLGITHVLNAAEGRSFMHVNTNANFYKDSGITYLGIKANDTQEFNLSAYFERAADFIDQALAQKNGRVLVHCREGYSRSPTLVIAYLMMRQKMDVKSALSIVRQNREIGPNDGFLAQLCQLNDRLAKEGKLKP
# SARS 3CLpro inh – SARS-CoV 3CLpro protease inhibitors, primary screen, biochemical, quenched FRET | recombinant SARS-CoV 3CLpro, quenched FRET peptide cleavage | Replicase polyprotein 1ab (Severe acute respiratory syndrome coronavirus), P0C6X7 | actives 0.14% (n = 290,000) | inhibition, % at 6 µM | AID 1706, 2009; in the data active means inhibition above about 12%
# PrPC TRFRET – inhibitors of human cell surface prion protein PrPC, primary screen, cell-based, TR-FRET; Major prion protein (Homo sapiens), P04156; TR-FRET read-out; inhibition, % at 13.8 µM; actives 0.43% (n = 370,000); AID 720596, 2013; in the data active means inhibition above about 24%; further: 0% = median of the test wells and 100% = reference compound wells
# * hit, by the source's call; nt = no result given; & = joins results of further samples. Unless noted, no stated cut-off is given here; in the data, active means inhibition above about 30%; inconclusive means no clear call, values can overlap the other calls; inactive means below that. An excerpt, so the mix of outcomes need not match the whole.
SMILES,BoNT A protease,Rv3671c protease,PriA SSB inh,MazEF act,BoNT-F LC inh,Anthrax LF inh2,CCHFV vOTU inh,VHR inh abs,SARS 3CLpro inh,PrPC TRFRET
O=C1CCN(Cc2ccccc2)C=C1c1ccc(Cl)cc1,0.4,1,4,4,-4,1,1,nt,nt,-1
CC(C)C(=O)N1CCC2(CC1)Oc1ccc(Cl)cc1C(=O)C21CC(c2ccccc2)=NO1 (configuration not stated),-0.2,0,-1,-3,-5,2,6,22,nt,0
Fc1ccccc1Cn1cc(C(=S)N2CCOCC2)c2ccccc21,-0.4,-5,12,2,0,-2,9,6,2,7
CN(c1ccc(OCC(=O)OCC(=O)c2c(N)n(C)c(=O)n(C)c2=O)cc1)S(=O)(=O)c1ccc2ccccc2c1,0.4,-50,-3,-56,3,-5,-2,10,5,4
O=C(CNC(=O)c1ccco1)OCC(=O)c1ccc(Cl)cc1Cl,0.8,5,2,4,4,6,16,17,-3,2
CCOc1ccc(S(=O)(=O)NCCC(=O)N2CCN(c3ncccn3)CC2)cc1,0.0,-2,-15,8,-1,7,2,nt,nt,-3
O=[N+]([O-])c1ccc(N2CCCCC2)cc1N1CCOCC1,-0.6,1,27,0,-5,-2,14,5,-1,-18
O=C(NNC(=O)c1cccc2ccccc12)c1ccc(Cl)c(Cl)c1,0.4,nt,3,2,3,-7,-14,nt,nt,3
O=C(NC(=S)N1CCc2ccccc21)c1ccc(Br)o1,0.0,8,8&-4,0,-6,-1,8,9,2,-1
CCCc1nnc(SCC(=O)N(CC)CC)n1CC1CCCO1 (configuration not stated),-0.3,8,-18,2,-1,1,-8,32,4,-5
O=S(=O)(c1ccc(Br)s1)N1CCN(c2ccc(F)cc2)CC1,-0.4,1,-7,-1,-3,-3,1,6,8,-5
COc1ccc(OC)c(N(CC(=O)NN=C2CCN(C)CC2)S(=O)(=O)c2ccccc2)c1,-5.8,-3,-15,10,-15,5,7,24,-4,2
CCCCOC(=O)Nc1nnc(CCc2ccccc2)s1,0.4,-8,-5,3,3,0,9,42,2,-7
CCOC(=O)Cc1nnc(NC(=O)c2cccc(OCC)c2)s1,0.0,-1,-12,-10,-2,1,6,-15,-4,-3
Cc1nnc(NC(=O)CSc2nnc(CNC(=O)c3ccc(S(=O)(=O)N(C)C)cc3)o2)s1,5.4,9,-12&-1&2,-1,7,-4,1,4,-2,0
O=C(NCc1ccco1)C1CCN(C(=O)c2cc3sccc3n2Cc2ccc(Cl)cc2)CC1,-1.0,-7,23,-3,-10,-2,9,17,8,-1
O=C(C1CCCCC1)N1CCN(S(=O)(=O)c2cccc([N+](=O)[O-])c2)CC1,-1.0,-10,-9,3,3,0,18,6,4,-10
Cc1cc(C)c(C#N)c(SCC(=O)c2cc(C)n(CCc3ccccc3)c2C)n1,-1.8,-5,1,-1,-14,-9,7,26,7,2
Cc1cccc(C)c1-n1c(SCC(=O)Nc2ccc(C(=O)O)cc2)nnc1-c1cccc(S(=O)(=O)N(C)C)c1,-1.0,-4,-32,-3,-1,-7,1,-22,2,6
COc1cc([N+](=O)[O-])cc2cc(C(=O)NC(C)(C)C)c(=O)oc12,-0.7,-10,2,13,2,0,3,19,-5,0
CNC(=O)CSc1nc2c(c(=O)n(C)c(=O)n2C)n1Cc1ccc(C)cc1,0.4,-8,-11,5,2,-2,-6,24,-1,5
CC(=O)N1CCN(C(C)=O)C1c1ccccc1,-0.1,-4,-9,1,-5,-12,3,0,-2,-3
O=C(NCC1CCCO1)C1CCCN(Cc2cnn(-c3ccccc3)c2-n2cccc2)C1 (configuration not stated),0.0,4,-8,0,3,0,-7,-6,-9,0
COc1ccc(-n2c(CN3CCN(c4ccccc4OC)CC3)nc3ccc([N+](=O)[O-])cc3c2=O)c(OC)c1,-0.9,nt,0,5,-4,-2,11,-22,2,-11
CN(C)c1cc[n+](CC(=O)c2ccc(OC(F)F)cc2)cc1,0.1,0,2,-1,-3,-8,1,-21,-2,-1

# Next section, starting with the last 5 of the part before.
SMILES,BoNT A protease,Rv3671c protease,PriA SSB inh,MazEF act,BoNT-F LC inh,Anthrax LF inh2,CCHFV vOTU inh,VHR inh abs,SARS 3CLpro inh,PrPC TRFRET
CNC(=O)CSc1nc2c(c(=O)n(C)c(=O)n2C)n1Cc1ccc(C)cc1,0.4,-8,-11,5,2,-2,-6,24,-1,5
CC(=O)N1CCN(C(C)=O)C1c1ccccc1,-0.1,-4,-9,1,-5,-12,3,0,-2,-3
O=C(NCC1CCCO1)C1CCCN(Cc2cnn(-c3ccccc3)c2-n2cccc2)C1 (configuration not stated),0.0,4,-8,0,3,0,-7,-6,-9,0
COc1ccc(-n2c(CN3CCN(c4ccccc4OC)CC3)nc3ccc([N+](=O)[O-])cc3c2=O)c(OC)c1,-0.9,nt,0,5,-4,-2,11,-22,2,-11
CN(C)c1cc[n+](CC(=O)c2ccc(OC(F)F)cc2)cc1,0.1,0,2,-1,-3,-8,1,-21,-2,-1
COc1ccnc(N=CNOCc2cccc(Cl)c2Cl)c1C#N,0.4,-5,-7,15,5,1,6,33,0,-2
CC(C)(CNC(=O)c1ccc(NS(=O)(=O)c2ccc(F)cc2)cc1)N1CCOCC1,-1.4,nt,-13,2,-12,-6,22,-2,0,-8
Cc1nc(C(=O)N2CCCC(N3CCN(c4ccccc4C)CC3)C2)cs1 (configuration not stated),0.1,-2,0,3,2,-2,-3,14,4,-2
O=C(NC(=S)Nc1ccc(S(=O)(=O)N2CCCCCC2)cc1)c1cccs1,0.2,-4,1&-5,-11,-2,0,-9,6,1,-2
CC(NC(=O)Cn1c(NCCO)nc2ccccc21)c1ccccc1 (configuration not stated),-0.1,2,-12,6,-4,-2,6,-9,-2,8
Cc1cccc(C)c1OCc1nnc(SCC(=O)Nc2nccs2)n1-c1ccccc1,3.7,1,-5,6,9,-5,-6,-13,1,2
COc1ccc(-c2nn(-c3ccccc3)cc2/C=N/NS(=O)(=O)c2ccccc2)cc1,0.0,-75,nt,3,-7,0,4,20,2,-2
Cc1ccc(S(=O)(=O)N(C)C[C@@H]2Oc3ncc(Br)cc3C(=O)N([C@H](C)CO)C[C@H]2C)cc1,0.1,nt,nt,-4,-2,6,6,nt,nt,-3
Cc1ccc(-c2cc(C(=O)N/N=C/c3c[nH]c4ccccc34)[nH]n2)cc1,-1.5,nt,nt,12,-1,-1,-2,3,4,6
CC(=O)CCC(C)=O,-0.7,0,3,5,-5,5,11,nt,nt,3
O=C(Nc1ccc(S(=O)(=O)N2CCCC2)cc1Cl)C1=COCCO1,-0.6,-9,-14,19,-2,-5,-18,26,1,4
COc1ccc(N(CC(=O)N2CCC(C)CC2)S(=O)(=O)c2c(C)nn(C)c2C)cc1,-0.4,3,-10,2,4,-3,-2,17,-4,10
COC(=O)[C@H](C)NC(=O)c1cc2c(cn1)[nH]c1ccccc12,-1.4,-3,-6,-13,-6,5,-25,3,2,-3
Cc1ccc2c(C)cc(=S)[nH]c2c1,-0.3,nt,-12,7,-7,-6,2,16,-8,1
COC(=O)c1nn(-c2ccccc2)c(Sc2ccc(OC)cc2)c1/C=N/O,-0.7,-2,nt,3,6,-4,2,-6,-1,-3
Cc1ccc(SCCC(=O)Nc2ccc(Br)c(C)c2)cc1,-1.1,-29,-12,-11,-10,-4,0,-18,-1,5
O=C(NC1(C(F)(F)F)NC(=O)N(Cc2cccnc2)C1=O)c1ccc(F)cc1 (configuration not stated),-1.1,-8,-1,8,-3,-2,2,27,-3,0
CCOC(=O)N/N=C(C)/C=C/c1ccccc1,-0.3,1,nt,15,6,-2,-12,-7,2,-2
CC(=O)c1ccc(OCC(=O)Nc2ccc3nc(C)sc3c2)cc1,-1.5,-3,1,-4,-8,-2,1,25,-1,10
O=C(Nc1cccc(S(=O)(=O)NCc2ccco2)c1)c1cccc(Cl)c1,0.9,-5,-11,7,4,-1,-5,nt,nt,-6
COC(=O)c1ccc(COC(=O)c2ccc(N(C)C)cc2)cc1,-0.7,-3,0,-2,-16,4,-1,11,2,-4
CC(=O)OC[C@H]1O[C@@H](Oc2cc3ccc(=O)oc3cc2OC(C)=O)[C@H](OC(C)=O)[C@@H](OC(C)=O)[C@@H]1OC(C)=O,-0.1,nt,-15,6,-1,1,-347,nt,nt,-4
CCCCNc1nc(C)c(C(C)=O)cc1C#N,-0.9,0,-9,-18,6,0,-4,14,2,1
O=C(c1cccnc1)N1CCN(C(=O)c2cccc(Cl)c2)CC1,-0.4,0,-8,2,-10,5,-16,10,6,-3
CCCC(=O)NCCc1cc(OC)c(OC)cc1Br,-0.8,7,-7,-1,-8,0,-9,-1,-3,13
# (more compounds)
SMILES,BoNT A protease,Rv3671c protease,PriA SSB inh,MazEF act,BoNT-F LC inh,Anthrax LF inh2,CCHFV vOTU inh,VHR inh abs,SARS 3CLpro inh,PrPC TRFRET
CC(O)[C@H]1CNC(=O)C(=O)N1CC1CCCCC1 (some centres not stated),0.5,-1,-7,-4,-9,4,-5,19,nt,-7
CCC(=NCc1ccco1)c1c(O)n(-c2ccc(C)cc2)c(=O)[nH]c1=O,-1.4,-12,-6,-3,-10,-6,-12,14,2,-1
CCOc1cc(/C=N/Nc2nnc(C)n2N)ccc1OC(C)=O,0.0,nt,nt,3,-17,5,86*,-13,-2,-4
C=CCC1NCCc2c(Br)cccc21 (configuration not stated),0.4,2,3,9,0,1,6,26,0,1
COc1ccc(NC(=O)CSc2nnc(-c3ccccc3)n2Cc2ccco2)c(OC)c1,-0.1,1,8,4,1,-3,18,11,1,15
C=CCOc1c(Br)cc(CNn2cn[nH]c2=S)cc1OC,-0.5,4,-5,7,-2,0,3,12,-2,-7
COc1ccc(C(=O)O)cc1S(=O)(=O)N1CCCc2ccccc21,1.5,-6,-7,11,5,-5,7,nt,2,4
COc1cccc(C(=O)C2CCCN(Cc3cn(CC(N)=O)c4ccccc34)C2)c1 (configuration not stated),-1.1,-6,-10,4,-6,3,3,34,0,-7
Cc1ccc(S(=O)(=O)/N=S(\C)C(C)C)cc1 (configuration not stated),-1.4,-10,nt,1,-10,-1,-12,7,4,0
Cc1ccc(S(=O)(=O)n2cnc3cc([N+](=O)[O-])ccc32)cc1C,-0.9,-9,-2,12,-7,-3,6,39,3,-3
CCN(CC)CCN(C(=O)C1=COCCO1)c1nc2c(OC)ccc(OC)c2s1,-2.3,-2,11&6&1,14,-5,2,3,28,2,-9
OC(c1ccc(-c2ccccc2)cc1)c1ncc(-c2ccc(F)cc2)[nH]1 (configuration not stated),-0.8,nt,nt,nt,-9,-2,28,nt,nt,8
CCc1ccc(CN2CCC(n3nccc3NC(=O)c3ccccc3C)CC2)cc1,-1.7,1,-10,5,5,-2,10,1,-5,-9
O=C(CCCC(=O)c1ccccc1)NCCc1ccccc1,-3.0,5,1,-2,0,-7,9,-16,0,-4
COc1ccc(NC(=O)CN2C(=O)C(C)Oc3ccccc32)cc1 (configuration not stated),-0.9,-6,2,12,1,-2,-12,25,2,-4
COc1ccc(C(=O)OC(C(=O)c2ccccc2)c2ccccc2)cc1 (configuration not stated),-1.1,-12,-20,0,8,-8,4,16,2,1
CC(C)(CC(=O)O)CC(=O)O,-0.4,-4,-4,7,-2,0,-5,17,0,-7
